Kir21 block: blocks the mouse Kir2.1 inward-rectifier potassium channel | P35561 | HEK293-Kir2.1, FluxOR thallium flux fluorescence; hits give low values | B-score at 10 µM | 0.85% of 310,000 active;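 active = fluorescence ratio B-score at or below minus 3 SD of library scores, with starting-brightness B-score within 2 SD, cut at about -4.2 in these data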;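 note: channel flux triggered by added potassium and thallium sulfate stimulus; B-score of peak minus minimum fluorescence over baseline after thallium stimulus; more negative B-score means stronger Kir2.1 block with less thallium influx; some compounds called inactive have numbers as strong as hits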
Target sequence (P35561 whole entry, looked up): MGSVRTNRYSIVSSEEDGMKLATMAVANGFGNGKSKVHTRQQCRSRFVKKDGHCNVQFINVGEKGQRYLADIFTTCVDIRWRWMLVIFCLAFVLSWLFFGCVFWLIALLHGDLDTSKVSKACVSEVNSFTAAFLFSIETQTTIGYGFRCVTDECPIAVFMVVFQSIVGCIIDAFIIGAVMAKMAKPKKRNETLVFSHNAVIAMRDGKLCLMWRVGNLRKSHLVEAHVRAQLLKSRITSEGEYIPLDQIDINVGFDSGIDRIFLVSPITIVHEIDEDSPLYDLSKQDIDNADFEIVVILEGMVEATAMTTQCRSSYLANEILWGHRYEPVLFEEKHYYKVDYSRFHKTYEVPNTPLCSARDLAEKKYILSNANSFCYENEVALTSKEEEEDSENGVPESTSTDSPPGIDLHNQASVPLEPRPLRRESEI
CHT inh: inhibits the human high affinity choline transporter; Q9GZV3; CHT-expressing cells, membrane potential dye, choline response; hits give low values; B-score at 10 µM; 0.86% of 310,000 active; AID 488975;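 active = B-score over 3 SD under the library average, and starting fluorescence ratio not unusually high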;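 note: choline stimulus applied at its EC90 after an EC20 pre-addition; B-score computed on integrated fluorescence ratio after choline addition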
Target sequence (Q9GZV3 whole entry, looked up): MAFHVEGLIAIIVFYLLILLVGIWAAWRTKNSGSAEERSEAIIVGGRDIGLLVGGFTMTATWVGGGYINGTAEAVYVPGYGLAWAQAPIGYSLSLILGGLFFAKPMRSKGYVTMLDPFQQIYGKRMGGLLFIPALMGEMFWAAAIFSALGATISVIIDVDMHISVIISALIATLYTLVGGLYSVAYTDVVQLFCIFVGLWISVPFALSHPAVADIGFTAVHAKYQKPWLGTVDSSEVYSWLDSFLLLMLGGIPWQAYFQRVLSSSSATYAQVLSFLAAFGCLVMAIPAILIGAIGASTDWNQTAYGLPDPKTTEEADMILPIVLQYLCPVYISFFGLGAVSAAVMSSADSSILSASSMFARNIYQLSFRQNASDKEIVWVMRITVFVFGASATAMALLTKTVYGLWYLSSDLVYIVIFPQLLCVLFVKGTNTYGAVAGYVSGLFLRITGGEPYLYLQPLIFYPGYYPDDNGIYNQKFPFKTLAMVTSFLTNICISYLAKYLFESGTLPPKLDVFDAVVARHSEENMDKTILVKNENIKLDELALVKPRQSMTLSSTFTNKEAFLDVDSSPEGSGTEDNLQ
* marks the source's active call; other numbers are inactive results; i = inactive; / = no result given.

Kir21 block	CHT inh	compound
0.71	i	COc1ccc(N2CCN(C(=O)c3cc(-c4cc(OC)ccc4OC)nc4ccccc34)CC2)cc1
-0.01	i	COc1ccc(-c2csc(/C(C#N)=C\c3ccc(O)c([N+](=O)[O-])c3)n2)cc1OC
-1.6	i	C[C@@H]1C=CC(=O)O[C@@H]1c1ccc(C(F)(F)F)cc1
0.9	i	O=C1NC(=O)/C(=C/c2ccc(-c3cc(C(=O)O)ccc3Cl)o2)S1
-0.03	i	CCn1c(CSc2nc(C)cc(C)n2)nnc1SCC(=O)N1CCCc2ccccc21
0.1	i	O=c1[nH]ncc2c3ccccc3n(Cc3cccc(Cl)c3)c12
-0.85	i	COc1ccc([N+](=O)[O-])cc1N(CC(=O)NC1CCCCC1)S(C)(=O)=O
-0.43	i	Cc1ccc(C(=O)Cn2nnc(-c3ccccc3)n2)cc1
0.16	i	CC1CCC(NC(=O)c2nn(C)c3c2CSc2ccccc2-3)CC1 (stereo not given)
0.49	i	COc1ccc(OC)c(S(=O)(=O)N2CCC(C(=O)NCCc3ccc(OC)c(OC)c3)CC2)c1
-0.98	i	CC(=O)N1c2ccc(S(=O)(=O)N3CCC(C(=O)N4CCN(c5ccccc5)CC4)CC3)cc2CC1C (stereo not given)
-1.1	i	O=C(C(=O)N1CCc2ccccc2C1)c1cn(CC(=O)N2CCCC2)c2ccccc12
-0.26	i	C=C(C)c1cccc(C(C)(C)NC(=O)Nc2cc(C)ccc2OC)c1
1.7	i	COc1cccc(Nc2c(F)c(OC)c(F)c(F)c2C(=O)O)c1
0.83	i	CCOc1ccc(/C=N/Nc2ccccn2)cc1OC
-1.3	i	CCOC(=O)Nc1cccc(OCC(=O)Nc2ccccc2OC)c1
1.7	i	Nc1c(C=C2C=CC(=O)C=C2)c(=O)nc2sc(CC(=O)N3CCCCC3)nn12
0.95	i	COc1ccc(-c2nc3cc(C)ccn3c2NC(=O)c2c(F)cccc2Cl)cc1
1.3	i	COc1cc(SC)ccc1C(=O)Nc1ccc(Cl)cn1
1.5	i	O=C1C2C3C=CC(CC3)C2C(=O)N1c1nccs1 (stereo not given)

Of the compounds above, these have sulfur.
Kir21 block	CHT inh	compound
-0.01	i	COc1ccc(-c2csc(/C(C#N)=C\c3ccc(O)c([N+](=O)[O-])c3)n2)cc1OC
0.9	i	O=C1NC(=O)/C(=C/c2ccc(-c3cc(C(=O)O)ccc3Cl)o2)S1
-0.03	i	CCn1c(CSc2nc(C)cc(C)n2)nnc1SCC(=O)N1CCCc2ccccc21
-0.85	i	COc1ccc([N+](=O)[O-])cc1N(CC(=O)NC1CCCCC1)S(C)(=O)=O
0.16	i	CC1CCC(NC(=O)c2nn(C)c3c2CSc2ccccc2-3)CC1 (stereo not given)
0.49	i	COc1ccc(OC)c(S(=O)(=O)N2CCC(C(=O)NCCc3ccc(OC)c(OC)c3)CC2)c1
-0.98	i	CC(=O)N1c2ccc(S(=O)(=O)N3CCC(C(=O)N4CCN(c5ccccc5)CC4)CC3)cc2CC1C (stereo not given)
1.7	i	Nc1c(C=C2C=CC(=O)C=C2)c(=O)nc2sc(CC(=O)N3CCCCC3)nn12
1.3	i	COc1cc(SC)ccc1C(=O)Nc1ccc(Cl)cn1
1.5	i	O=C1C2C3C=CC(CC3)C2C(=O)N1c1nccs1 (stereo not given)

Back to the main list, starting 2 compounds before the break.
Kir21 block	CHT inh	compound
1.3	i	COc1cc(SC)ccc1C(=O)Nc1ccc(Cl)cn1
1.5	i	O=C1C2C3C=CC(CC3)C2C(=O)N1c1nccs1 (stereo not given)
1.7	/	O=c1c2c3c(sc2nc2sc(CN4CCOCC4)cn12)CCCC3
0.16	i	C=CCNC1=C(Cl)C(=O)c2ccccc2C1=O
0.01	i	CCOc1ccc2nc(NC(=O)COC)sc2c1
-1.7	i	Cc1ccc(S(=O)(=O)N2CCN(Cc3ccco3)CC2)cc1C
1.1	i	S=c1[nH]nc(Cc2cccc3ccccc23)o1
-0.29	i	CC(C)=CC(=O)OCC(=O)Nc1cc([N+](=O)[O-])ccc1F
0.19	i	C=CCn1c(SCC(=O)N2CCOCC2)nc2scc(-c3ccco3)c2c1=O
-1.1	i	COc1ccccc1CNC(=O)C1CCCN(S(=O)(=O)c2ccc3c(c2)CC(C)N3C(C)=O)C1 (stereo not given)
0.64	i	Cc1ccccc1S(=O)(=O)Cc1ccc(C(=O)NCCCN2CCN(C)CC2)o1
-0.23	i	Cc1ccc2[nH]c(=O)c(C3=NN(C(=O)CCC(=O)O)C(c4cccs4)C3)c(-c3ccccc3)c2c1 (stereo not given)
-0.31	i	CCN(CC)S(=O)(=O)c1ccc(C(=O)Nc2cccc(C)c2)cc1
2.7	i	CCOC(=O)c1c(C)n(C)c2c1cc(OC(C)=O)c1ccccc12
0.28	i	COc1cc2c(cc1OC)C(c1ccc([N+](=O)[O-])cc1)NCC2 (stereo not given)
-0.14	i	Cc1[nH]c(C)c(S(=O)(=O)NCc2ccc(F)cc2)c1C(=O)N1CCCC1
0	i	O=C(Cc1cccs1)NCCS(=O)(=O)N1CCN(c2cccc(Cl)c2)CC1
-1.3	i	CSc1ccccc1OCc1cc(C(=O)NCc2cnc(C)cn2)no1
1.4	i	COCCNC(=O)c1cc(-c2ccc(-c3ccccc3)cc2)nc2ccccc12
1.9	i	O=C(Nc1ccc(S(=O)(=O)N2CCc3ccccc32)cc1)c1ccc2c(c1)OCO2
0.96	i	CCN1CCN(CCCNC(=O)C(=O)c2c(C)[nH]c3ccccc23)CC1
-0.17	i	CCCCN1CCc2[nH]c(=S)[nH]c(=O)c2C1
1.5	i	C[C@H](NC(=O)c1nc[nH]c1C(=O)N[C@H](C)c1ccccc1)C(=O)OCc1ccccc1
-2	i	COCCn1c(SCC(=O)N2CCCc3ccccc32)nc2c(c1=O)SC(C)C2 (stereo not given)
2	i	O=C(CC1C(=O)NCCN1Cc1ccccc1F)NC1CCCCCC1 (stereo not given)
0.36	i	Cc1onc(-c2ccccc2Cl)c1C(=O)N1CCN(S(=O)(=O)c2ccc(F)c(F)c2)CC1
0.04	i	COc1ccc(-c2nc3n(c(=O)c2C#N)CCCS3)cc1
-0.13	i	CCN(C(=O)c1ccc2c(=O)n3c(nc2c1)CCCCC3)c1ccccc1C
-0.75	i	Cc1nc(-c2cc(-c3ccc(Cl)cc3)no2)cs1
0.73	i	Cc1ccc(-c2nn(CCC(=O)O)cc2CCC(=O)O)cc1
-2.1	i	Cc1cccc(/C=N/NC(=O)c2ccc(NC(=O)c3ccc(F)cc3)cc2)n1
0	i	CC(C)c1nnc(NC(=O)CCC(=O)Nc2ccc(F)cc2)s1
-1.1	i	O=C(CSc1nnc(CNC(=O)c2ccccc2)o1)NCC1CCCO1 (stereo not given)
-0.8	i	CCN(CC)S(=O)(=O)c1cccc(C(=O)OCc2cc(=O)n3nc(C)sc3n2)c1
0.55	i	O=C(c1ccc(Br)o1)N1CCC(c2nc3ccccc3[nH]2)CC1
0	i	CC(C)(C)c1ccc(S(=O)(=O)C(C)(C)C)cc1
0.4	i	COc1ccc(S(=O)(=O)N(CCc2ccccc2)CC(=O)O)cc1Cl
4.6	i	CC[C@H](C)[C@H](NC(N)=O)C(=O)Nc1ccc(C)cc1
2	i	Cc1ccc(C)c(N2C(=O)c3ccc(C(=O)OCC(=O)c4c(N)n(C)c(=O)n(C)c4=O)cc3C2=O)c1
0.67	i	O=C(NNc1cc(N2CCOCC2)nc(N2CCOCC2)n1)c1ccc(Cl)c(Cl)c1
0.22	i	CCOCCCN1C(=O)C2C(C(=O)Nc3ccc(OCC)cc3)C3C=CC2(O3)C1C(=O)NC1CCCCC1 (stereo not given)
-1	i	CCOc1cccc(NC(=O)C(Cc2cccs2)c2nn[nH]n2)c1 (stereo not given)
1.4	i	CC(C)C[C@H](NC(=O)NC1CCCc2ccccc21)C(=O)O (stereo not given in full)
-1.5	i	N#C/C(=C\c1cccc([N+](=O)[O-])c1)C(=O)NCc1cccnc1
-1	i	Cc1cc(C)n(CCc2nc(-c3ccc(C)o3)cs2)n1
1.9	i	Cc1ccccc1-c1noc(N)c1C#N
0.02	i	CCOc1ccc(N(CC(=O)Nc2cccc(C)c2C)S(=O)(=O)c2c(C)[nH]c(=O)[nH]c2=O)cc1
-0.04	/	CN(C)c1ccc(N=Nc2ccccc2C(=O)OCC(=O)Nc2ccccc2C(F)(F)F)cc1
-0.77	i	CCOc1ccc(C(=O)NC2CCCCCCC2)cc1
0.18	i	Cc1nc2ccc(S(=O)(=O)NCC(=O)NCCN3CCCCCC3)cc2s1
0.32	i	COc1ccc(-n2c(-c3ccc(Br)cc3)c[n+]3c2SC(C)C3)cc1 (stereo not given)
-1.1	i	CSCCC(NS(=O)(=O)c1ccc2c(c1)OCCO2)C(=O)N(C)Cc1ccc(F)cc1 (stereo not given)
-1.2	i	CCOC(=O)c1c(C)[nH]c(C(=O)OCC(=O)c2c(N)n(C)c(=O)n(C)c2=O)c1C
1.1	i	CCOC(=O)CSc1nc2c(c(-c3ccc(C)o3)c1C#N)CCCC2
0.68	i	O=S(=O)(c1ccccc1)c1nc(NC2CC2)sc1Cl
-0.38	i	Cc1cccc(-n2cc(CNCCN3CCOC3=O)c(-c3cccc(F)c3)n2)c1
1.3	i	OC(CCc1cccc(Cl)c1)c1cccs1 (stereo not given)
0.58	i	Cc1cc(=O)n(CC(C)O)c(O)c1C#N (stereo not given)
0.17	i	COc1cc(NC(=O)c2cccc(C)c2)ccc1NC(=O)c1cc2ccccc2o1
1	i	O=C1c2ccccc2C(=O)N1CCc1nc2ccccc2c(=O)n1-c1ccccn1
0.09	i	O=[N+]([O-])c1ccc2[nH]c(O)c(N=NC3CCS(=O)(=O)C3)c2c1 (stereo not given)
-2.6	i	O=C(COc1ccccc1C(=O)O)Nc1ccc(SC(F)F)cc1

(continued)
Kir21 block	CHT inh	compound
1.4	i	COC(=O)c1ccc(C(=O)OC)c(NC(=O)CSc2cccc[n+]2[O-])c1
0.34	i	Cc1ccccc1NC(=S)NC(NC(=O)COc1ccccc1)C(Cl)(Cl)Cl (stereo not given)
0.77	i	COCCNC(=O)CN(Cc1ccc(F)cc1)C(=O)CCC(=O)Nc1nccs1
-0.68	i	CC1CCCCN1C(=O)COC(=O)/C=C/c1ccc2ccccc2n1 (stereo not given)
-0.55	i	Cc1nn(S(=O)(=O)c2ccc(Cl)cc2)c(C)c1Sc1ccc([N+](=O)[O-])cc1
0	i	Cc1cc(Br)ccc1NC(=O)CN(C)C(=O)C1CCN(C(=O)c2ccc(F)cc2)CC1
2.8	i	Cc1c(C(=O)C(C)C)n(C)c2ccccc12
-0.59	i	CCc1ccccc1NC(=O)CCc1c(C)nn(-c2ccc(N3CCOCC3)nn2)c1C
-5.8*	/	CC1CC(C)C[N+](=C2C=C(N3CCCC3)CC(C)(C)C2)C1 (stereo not given)
-1.1	i	CCN(C(=O)COC(=O)CSc1cc(C)c2ccccc2n1)c1ccccc1
-0.65	i	CC(C)CCNC(=O)c1csc2c1CCCCC2
-0.2	i	CCS(=O)(=O)c1ccc(-c2csc(-c3ccc(Cl)cc3)n2)c(Cl)c1Cl
-0.23	i	S=C1NC2=C(CCC/C2=C\c2ccccc2)C(c2ccccc2)N1 (stereo not given)
-0.1	i	COc1cccc(/C=C2\CCc3ccccc3C2=O)c1
0.04	i	COc1cc(OC)cc(C(=O)NNC(=O)c2ccc(S(=O)(=O)N3CC(C)OC(C)C3)cc2)c1 (stereo not given)
-0.36	i	Cc1cc2c(cc1C)N(C(=O)CSc1nncn1C)C(C)(C)c1ssc(=S)c1-2
0.71	i	CCN1C(=O)c2cccc3c(NS(=O)(=O)c4ccc(NC(C)=O)cc4)ccc1c23
1.1	i	COc1cc(C(=O)NCCC(=O)NC2CCC(C)CC2)cc(OC)c1OC (stereo not given)
0.01	i	COCCOc1ccc(C(F)(F)F)cc1NC(=O)COC(=O)c1c(C)noc1C
-0.77	i	CCn1c(O)c(N=NC(=O)c2cccs2)c2ccccc21
-0.44	i	COc1ccc(Nc2ccc([N+](=O)[O-])cn2)cc1
-1.7	i	CN(Cc1ccccc1)C(=O)C1CCN(Cc2ccc(F)cc2)CC1
0.49	i	O=C(NCCc1cnn(-c2ccccc2)c1)c1cc(COc2c(F)cccc2F)on1
-0.91	i	N=c1c2c(-c3ccccc3)c(-c3ccccc3)oc2ncn1CCCN1CCOCC1
1.1	i	N=c1ccn(Cc2ccc(Cl)c(Cl)c2)cc1
1.6	i	Cc1ccc(S(=O)(=O)N2CCN(C(=O)CC(C)n3cncn3)CC2)cc1 (stereo not given)
-0.01	i	N#Cc1ccc(COC(=O)c2ccc3c(c2)OCO3)cc1
-0.16	i	COc1ccc(C2NC3=C(CCC3)C3(C#N)C4(N=C(N)C23C#N)OCCO4)cc1 (stereo not given)
-0.68	i	O=C(CN1CCCC1)Nc1nc(-c2ccc3c(c2)CCN3C(=O)c2ccccc2F)cs1
1.9	i	O=C(NCc1ccccc1)C1=C[C@H](c2csc3ccccc23)C[C@H](OCc2ccc(CO)cc2)O1
-0.06	i	O=C(CSc1ncn[nH]1)Nc1c(Br)cc([N+](=O)[O-])cc1Br
1.4	i	Cc1cc(C(=O)NCc2csc(-c3ccccc3)n2)no1
-0.53	i	O=C(NCc1ccccc1Cl)NC(=O)c1csc([N+](=O)[O-])c1
-1.5	i	Cc1c(Cl)cccc1NC(=S)NCc1ccco1
-0.49	i	CCCc1cc(=O)n2[nH]c(-c3cc(OC)c(OC)c(OC)c3)nc2n1

Compound activity from PubChem BioAssay.
